Source: PubChem (Southern Research Specialized Biocontainment Screening Center)
M. tuberculosis: growth inhibition of non-replicating M. tuberculosis (AID 488890) | Mycobacterium tuberculosis non-replicating, growth inhibition; higher % means a stronger effect | inhibition, % at 25 µM, or IC50 in µM where a hit was titrated | actives 0.39% (n = 320,000); in the data active = a potency from the dose series; inconclusive = inhibition mostly from about 82% at the one dose, without a potency; inactive = the rest, 99 in 100 with inhibition below about 76%;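 also: plate controls were DMSO cells for no effect and high antibiotic wells for full effect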
H37Rv inhibition: M. tuberculosis growth inhibition, HTS (AID 449762). actives 0.59% (n = 330,000). inhibition, % at 25 µM, or IC50 in µM where a hit was titrated. M. tuberculosis H37Rv growth inhibition, 7H9 media; higher % means a stronger effect; in the data active = a potency from the dose series; inconclusive = inhibition above about 70% without an active follow-up result;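 also: bacterial growth assessed after seven days of incubation; strong numbers were not always called active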
influenza NS1A: NS1A inhibition, H1N1 influenza, cell based functional assay (AID 504329). one-dose inhibition, % at 12.5 µM; IC50 in µM for titrated hits. NS1A functional cell-based assay, percent inhibition; higher % means a stronger effect. actives 0.3% (n = 340,000); in the data active = a potency from the dose series; inconclusive = inhibition above about 27% without an active follow-up result; also: strong numbers were not always called active
PhoP GFP inhibition: Inhibition of PhoP regulon, Salmonella typhi GFP reporter cells, confirmation, 4 h (AID 1850) | Salmonella Typhi PhoP-promoter GFP reporter, fluorescence, 4 h; higher % means a stronger effect | inhibition, % at 50 µM; hits with a dose series show IC50 in µM | actives 0.33% (n = 310,000); in the data active = a potency from the dose series; inconclusive = inhibition mostly from about 25% at the one dose, without a potency; inactive = the rest, 99 in 100 with inhibition below about 19%;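 also: 0% = induced wells with vehicle and 100% = uninduced wells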
inhibitors of VEEV: inhibitors of VEEV TC-83 cytopathic effect, confirmation, Vero cells (AID 588727) | Vero cells, VEEV TC-83 cytopathic effect inhibition; higher % means a stronger effect | inhibition, % at 20 µM, or IC50 in µM where a hit was titrated | actives 0.13% (n = 350,000); in the data active = a potency from the dose series; inconclusive = inhibition mostly from about 14% at the one dose, without a potency; inactive = the rest, 99 in 100 with inhibition below about 12%; also: strong numbers were not always called active
inhibitors of VEEV 10K pilot screen: further read-out of inhibitors of VEEV, marked with its call; inhibition, %; measured here: 10K pilot screen inhibition
* hit, by the source's call; i = inactive; ? = inconclusive; . = not tested or not shown.

SMILES	M. tuberculosis	H37Rv inhibition	influenza NS1A	PhoP GFP inhibition	inhibitors of VEEV	others
Cc1ccc(OC(C)C(=O)Nc2ccc(S(=O)(=O)Nc3cc(C)on3)cc2)cc1 (configuration not stated)	4%	2%	5%	4%	2.3%
COc1ccc(S(=O)(=O)NCC2CCCN(C(=O)CN3CCCCC3)C2)cc1 (configuration not stated)	-12%	1%	1%	-1%	6.7%
CCCOc1ccc(C(=O)Nc2ccc(S(=O)(=O)N3CCN(C)CC3)cc2)cc1	52%	1%	6%	-3%	0.2%
COC(=O)C1=C(C)N(Cc2ccccc2)C(=NCc2ccccc2)N[C@H]1c1cccc(C(F)(F)F)c1	?	?	6%	.	i
O=C(COc1ccc(/C=C\[N+](=O)[O-])cc1)N1CCOCC1	12%	-9%	-4%	8%	2.1%
COC(=O)c1ccc(C#Cc2ccccc2)o1	10%	-5%	1%	-3%	1.3%
O=C(Nc1ccc(F)cc1)c1cn(-c2ccccc2)nc1-c1ccncc1	6%	3%	-3%	-3%	7.0%
Cc1ccc(NC(=O)[C@H](NC(=O)[C@@H]2Cc3ccccc3CN2)c2ccccc2)cc1	-5%	2%	0%	-12%	1.4%
N/C(CN1CCCC1=O)=N\O	8%	-1%	6%	-12%	3.3%
CCN(C(=O)COC(=O)c1ccco1)c1cccc2ccccc12	17%	8%	-7%	.	i
O=C(CC1C(=O)N(c2ccccc2)C(=S)N1c1ccccc1)c1ccccc1 (configuration not stated)	32%	3%	-7%	2%	0.4%
COc1cc2c(-c3cc(F)cc(F)c3)c(-c3ccsc3)oc(=O)c2cc1OC	30%	-5%	10%	.	2.0%
COCCCNC(=S)NNC(=S)NCCCOC	22%	7%	.	0%	0.5%
O=C(Cn1c(C(=O)NCC2CCCO2)cc2sccc21)c1ccccc1 (configuration not stated)	13%	-3%	2%	-12%	i
CCC(C)NC(=S)N1CCN(C(c2ccccc2)c2ccccc2)CC1 (configuration not stated)	-9%	5%	-3%	-4%	i
O=C(O)CCC(=O)c1ccc2ccc3cccc4ccc1c2c34	41%	9%	.	3%	.
Cc1ccccc1Nc1cc2ccccc2c(=O)[nH]1	43%	?	8%	-10%	7.0%
CCC(=O)c1c(NC(C)C)cc(C)oc1=O	-17%	0%	5%	8%	0.4%
CCc1sc(C(=O)Nc2ccsc2C(=O)OC)cc1Br	-1%	-1%	-11%	2%	3.6%
CCOC(=O)CNc1nc(C#N)nc(N2CCOCC2)n1	-5%	-12%	3%	-2%	2.4%
O=C(CN1CCc2ccccc21)NC(=O)NCc1ccccc1	6%	-5%	0%	-20%	1.6%
CCN(CC)C(=O)CN(c1ccc(C)cc1)S(=O)(=O)c1ccc(SC)cc1	5%	6%	-1%	8%	5.7%
Oc1ccc(-c2cnns2)c(O)c1	40%	-4%	-4%	-5%	0.7%
CC(=O)c1ccc(OCC(=O)NC2CCCN(Cc3ccccc3F)C2)cc1 (configuration not stated)	.	.	7%	.	1.6%
COc1ccccc1OCCSc1nc2ccccc2c(=O)[nH]1	4%	-1%	6%	13%	4.9%

In the list so far, these contain nitrogen in an aromatic ring.
SMILES	M. tuberculosis	H37Rv inhibition	influenza NS1A	PhoP GFP inhibition	inhibitors of VEEV	others
Cc1ccc(OC(C)C(=O)Nc2ccc(S(=O)(=O)Nc3cc(C)on3)cc2)cc1 (configuration not stated)	4%	2%	5%	4%	2.3%
O=C(Nc1ccc(F)cc1)c1cn(-c2ccccc2)nc1-c1ccncc1	6%	3%	-3%	-3%	7.0%
O=C(Cn1c(C(=O)NCC2CCCO2)cc2sccc21)c1ccccc1 (configuration not stated)	13%	-3%	2%	-12%	i
Cc1ccccc1Nc1cc2ccccc2c(=O)[nH]1	43%	?	8%	-10%	7.0%
CCOC(=O)CNc1nc(C#N)nc(N2CCOCC2)n1	-5%	-12%	3%	-2%	2.4%
Oc1ccc(-c2cnns2)c(O)c1	40%	-4%	-4%	-5%	0.7%
COc1ccccc1OCCSc1nc2ccccc2c(=O)[nH]1	4%	-1%	6%	13%	4.9%

(listing goes on)
SMILES	M. tuberculosis	H37Rv inhibition	influenza NS1A	PhoP GFP inhibition	inhibitors of VEEV	others
COc1ccc(/C=C2\SC(=S)N(CCC(=O)Nc3ccc(C(=O)O)cc3)C2=O)cc1OC	-22%	2%	-2%	2%	i
CCc1ccccc1NC(=O)c1noc(C(C)C)c1[N+](=O)[O-]	-10%	2%	-11%	-1%	0.6%
CCNC(=O)NC(=O)COC(=O)c1cccc(NS(=O)(=O)/C=C/c2ccccc2)c1	-2%	-2%	-3%	-2%	3.2%
Cn1c(=O)oc2cc(S(=O)(=O)NCCC(=O)NCCc3ccc(Cl)cc3)ccc21	12%	3%	3%	5%	1.1%
CN(CC(=O)Nc1ccccc1C(F)(F)F)C(=O)c1cc(-c2cccs2)nn1-c1ccccc1	-8%	-6%	-3%	1%	12%
CCn1cc(C(=O)OCC(=O)c2cc(C)n(-c3ccc(OC(F)F)cc3)c2C)c(=O)c2ccc(C)nc21	65%	34%	5%	8%	0.1%
COc1ccc(CC(=O)OCC(=O)N2CCN(S(=O)(=O)c3ccc(C)cc3C)CC2)cc1OC	.	.	10%	.	i
C=CCN(C(=O)CNC(=O)c1ccco1)C(C(=O)NC1CCCCC1)c1ccccc1F (configuration not stated)	6%	2%	3%	20%	i
CCOc1cc(C2Nc3ccccc3C(=O)N2c2ccccc2)c(Br)cc1OCC(=O)O (configuration not stated)	3%	3%	-3%	2%	i
COc1cc(OC)c(C2=NOC(C(=O)NCCc3ccccc3)C2)cc1Cl (configuration not stated)	3%	-4%	2%	-1%	1.6%
CCn1nc(NC(=O)c2ccco2)c2cc3cc(C)ccc3nc21	17%	2%	-13%	-10%	7.5%
Cc1cnc([N+](=O)[O-])n1CCOC(=O)NC(=O)c1ccc(C(F)(F)F)cc1	6%	-1%	5%	4%	0.6%
O=C1CCC(/C=C/c2ccccc2)=NN1Cc1ccc(Cl)c(Cl)c1	20%	4%	-6%	-4%	5.2%
COc1ccc(/C=C2\SC(=O)N(CCC(=O)NCCCn3ccnc3)C2=O)cc1	1%	6%	-5%	-3%	2.3%
Cc1ccc2nc(C)c(C(=O)N/N=C/c3ccc(C(=O)O)cc3)cc2c1	-17%	-3%	-5%	11%	1.7%
O=C(/C(=C(/[O-])c1ccccc1)[n+]1ccccc1)c1ccc([N+](=O)[O-])cc1	-7%	-5%	-6%	-4%	1.3%
COc1ccc(N(CC(=O)Nc2ccc3c(c2)OCO3)S(=O)(=O)c2ccccc2)c(OC)c1	17%	-3%	6%	-3%	4.8%
COc1ccccc1NC(=O)Nc1ncccc1C	5%	-1%	5%	-9%	1.0%
COc1ccccc1N(C(=O)CNC(=O)c1ccco1)C(C(=O)NC1CCCC1)c1ccncc1 (configuration not stated)	2%	-1%	1%	-5%	5.2%
Cc1cc(C)n(-c2ncnc3sc(C)c(C)c23)n1	7%	2%	-1%	-16%	2.0%
Cc1ccc2cc(C)c(SCC(=O)Nc3cc(C)on3)nc2c1	-11%	10%	7%	-33%	1.2%
CCN(CC)c1ncnc2scc(C3COc4ccccc4O3)c12 (configuration not stated)	24%	-4%	21%	-1%	i
CCCCN(C(=O)NC(=O)Nc1ccccc1C)S(C)(=O)=O	-1%	-7%	12%	-1%	6.8%
CN(C)c1ccc(/C=C/c2cc[n+]([O-])cc2)cc1	15%	34%	.	-4%	.
COc1cc(/C=N/NC(=O)c2c(-c3ccccc3)noc2C)cc(OC)c1OC	9%	7%	-19%	-1%	1.1%

The results go on.
SMILES	M. tuberculosis	H37Rv inhibition	influenza NS1A	PhoP GFP inhibition	inhibitors of VEEV	others
COc1ccc(CNC(=O)C(c2ccncc2)N(C(=O)Cc2cccs2)c2cccc(C)c2)cc1 (configuration not stated)	11%	14%	-2%	10%	1.3%
Cc1ccccc1Sc1ncnc2onc(C)c12	.	-4%	-2%	7%	1.9%
CCCCN(C(=O)c1ccccc1F)c1c(N)n(CCC)c(=O)[nH]c1=O	-5%	-15%	-7%	-1%	i
CNC(=O)c1c(C)noc1C	-10%	-4%	-6%	3%	1.1%
C=CCn1c(C(CCC(C)C)CC(C)(C)O)n[nH]c1=S (configuration not stated)	14%	-18%	1%	-2%	i
COC(=O)CSc1n[nH]c(=S)s1	-25%	5%	14%	-17%	0.4%
CCOC(=O)C1CCCN(CCC(=O)Nc2ccccc2C)C1 (configuration not stated)	-30%	2%	9%	-12%	0.5%
COC(=O)c1ccc(C[n+]2ccccc2)cc1	8%	6%	4%	-4%	0.6%
O=C(OCC(=O)c1c[nH]c2ccccc12)c1ccco1	10%	-1%	0%	19%	2.5%
Cc1cccc(Oc2coc3cc(OC(=O)c4cncc(Br)c4)ccc3c2=O)c1	?	45%	-4%	6%	i
COc1ccc(/C=c2\s/c(=C/C(=O)c3ccc(C)cc3)[nH]c2=O)cc1OC	?	44%	-3%	-16%	6.7%
c1ccc(Cn2c(CNc3nc4ccccc4n3CCN3CCCCC3)nc3ccccc32)cc1	?	34µM*	-6%	-12%	1.4%
Cc1cccc(-c2c3c(=O)n(C)c(=O)n(C)c3cn2-c2ccc(O)cc2)c1	-13%	-5%	11%	14%	2.3%
COc1ccc(N2CCN(C(=O)CSc3nc4nc(C)cc(C)n4n3)CC2)cc1	-23%	-7%	-25%	.	0.4%
CN(C1CCCCC1)C(CNS(=O)(=O)c1ccc(Cl)cc1)c1ccccc1 (configuration not stated)	5%	-2%	3%	1%	2.7%
CS(=O)(=O)Cc1cccc(C(=O)NN(c2ccccc2)c2ccccc2)c1	7%	-4%	-1%	1%	0.5%
O=C1NCCOC(=O)[C@@H](Cc2ccc(F)cc2)C/C=C\C[C@@H]1CC(=O)N(CCO)Cc1ccccc1	33%	-2%	1%	.	1.0%
Cc1cc(S(=O)(=O)N2CCN=C2c2ccccc2)c(C)cc1Cl	28%	9%	3%	-3%	2.4%
C[C@H](NC(=O)c1nc[nH]c1C(=O)N[C@@H](Cc1ccccc1)C(=O)OCc1ccccc1)c1ccccc1	36%	-1%	-5%	0%	i	inhibitors of VEEV 10K pilot screen=2.4
O=C(NCc1ccccc1Cl)c1ccc2nnsc2c1	29%	-2%	-1%	-7%	0.7%
Cc1ccc(S(=O)(=O)N(C)C)cc1NC(=O)C(C)[N+]12CCN(CC1)CC2 (configuration not stated)	-5%	-6%	0%	7%	0.5%
CCc1nc2n(n1)C(O)c1cc([N+](=O)[O-])ccc1S2 (configuration not stated)	3%	2%	5%	2%	0.6%
COc1cccc(N2C(=O)CC(N3CCC(C(N)=O)(N4CCCCC4)CC3)C2=O)c1 (configuration not stated)	0%	-11%	0%	4%	i
Cc1nn(C)c(C)c1/C=N/N=C1\CCC2C3CCc4cc(O)ccc4C3CCC12C (configuration not stated)	24%	2%	7%	-5%	0.2%
CCN(CC(=O)N1CCN(c2ccccc2)CC1)S(=O)(=O)c1ccc(C)cc1	20%	-3%	3%	-4%	i

Going on with the list:
SMILES	M. tuberculosis	H37Rv inhibition	influenza NS1A	PhoP GFP inhibition	inhibitors of VEEV	others
CC1(C)Cc2c(C#N)c(SCc3nc4ccccc4[nH]3)nc(N3CCOCC3)c2CO1	32%	-2%	11%	3%	8.3%
Cc1cc(C)cc(NC(=O)C2CCCN2S(=O)(=O)c2cccc3cccnc23)c1 (configuration not stated)	21%	-5%	1%	-17%	i
NC(=S)NNC(=O)c1ccccc1Cl	-11%	0%	-12%	8%	i
O=C(NCC(=O)N(CC1CCCO1)C1(C(=O)NC2CCCCC2)CCCCC1)c1ccccc1 (configuration not stated)	15%	-3%	-7%	-9%	1.3%	inhibitors of VEEV 10K pilot screen=1.3
CCOC(=O)C(NC(=O)NCc1cccc(C(F)(F)F)c1)(OCC)C(F)(F)F (configuration not stated)	-4%	-1%	3%	-4%	0.6%
COc1cc(NC(=O)c2ccc(N3CCCC3=O)cc2)cc(OC)c1	-6%	-13%	-1%	.	i
CCOc1ccc(N2C(=O)/C(=C/c3ccc(C)o3)C(=O)NC2=S)cc1	39%	?	-6%	-3%	6.4%
Cc1cc(C)c(S(=O)(=O)N2CCN(c3ccccn3)CC2)c(C)c1	.	.	-13%	.	2.7%
COC1CCCCC1NS(=O)(=O)c1ccccc1 (configuration not stated)	3%	-4%	1%	-1%	0.8%
CCN1CCN(CCC2Oc3cc([N+](=O)[O-])ccc3NC2=O)CC1 (configuration not stated)	-6%	11%	-1%	-20%	0.9%
c1ccc(Cc2nnc3sc(-c4ccc5c(c4)OCCO5)nn23)cc1	21%	4%	-3%	12%	5.1%

Reprinted at random: 2 records from the list
SMILES	M. tuberculosis	H37Rv inhibition	influenza NS1A	PhoP GFP inhibition	inhibitors of VEEV	others
Cc1cc(C)cc(NC(=O)C2CCCN2S(=O)(=O)c2cccc3cccnc23)c1 (configuration not stated)	21%	-5%	1%	-17%	i
CCOc1ccc(N2C(=O)/C(=C/c3ccc(C)o3)C(=O)NC2=S)cc1	39%	?	-6%	-3%	6.4%
